HMGR II inh = inhibitors of class II HMG-CoA reductase from Enterococcus faecalis; inhibition, % at 10 µM; 0.41% of 190,000 active; AID 1066; purified E. faecalis HMGR, NADPH absorbance 340 nm kinetic;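 active means inhibition above a set limit, the median over all tested compounds plus 3 SD, cut at about 9.5% in these data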;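 further: enzyme runs in reverse so mevalonate oxidation gives rising NADPH absorbance; 0% = complete reaction with DMSO and 100% = background rate lacking mevalonate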
STAT1 activator = activators of IFN-gamma induced STAT1 signaling; NIH 3T3 STAT1-luciferase reporter, luminescence; 100% = IFN-gamma alone, no compound; activation (% of control), % at 5.5 µM; 2.6% of 200,000 active; AID 932;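 active means activation above the screen-wide mean activation plus 3 SD, cut at about 130% in these data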;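 further: raw ratio to IFN-gamma control signal so 100% means no change and 0% no light; values of inactives mirror those of a sister screen read the other way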
Hsp70 act = switches on Hsp70 transcription. HeLa Hsp70 promoter luciferase reporter, luminescence; scaled: vehicle 0, proteasome-inhibitor control 100%. activation, % at 10 µM. 0.04% of 200,000 active;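 active means activation above the mean across all tested compounds plus 3 SD, cutoff set per campaign, cut at about 5.5% in these data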;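 further: 100% = MG132 at 30 µM as the positive control and 0% = DMSO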
APP 5'UTR act = APP 5'UTR luciferase reporter activation | SH-SY5Y APP 5'UTR luciferase reporter, luminescence; zero percent = DMSO vehicle wells | activation, % at 2 µM | 1% of 190,000 active | AID 1276;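 active means activation above a set limit, based on mean plus 3 SD of controls, cut at about 140% in these data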; further: values of inactives mirror those of a sister screen read the other way
FLuc inhib CS = counter-screen for luciferase assay inhibitors: firefly luciferase inhibition. P08659. ATPLite firefly luciferase biochemical luminescence, 10 min. inhibition, % at 10 µM. 1.5% of 200,000 active. AID 1006;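 active means inhibition above about 50% when tested at 10 µM, limit read from the data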
Target sequence (P08659 whole entry, looked up): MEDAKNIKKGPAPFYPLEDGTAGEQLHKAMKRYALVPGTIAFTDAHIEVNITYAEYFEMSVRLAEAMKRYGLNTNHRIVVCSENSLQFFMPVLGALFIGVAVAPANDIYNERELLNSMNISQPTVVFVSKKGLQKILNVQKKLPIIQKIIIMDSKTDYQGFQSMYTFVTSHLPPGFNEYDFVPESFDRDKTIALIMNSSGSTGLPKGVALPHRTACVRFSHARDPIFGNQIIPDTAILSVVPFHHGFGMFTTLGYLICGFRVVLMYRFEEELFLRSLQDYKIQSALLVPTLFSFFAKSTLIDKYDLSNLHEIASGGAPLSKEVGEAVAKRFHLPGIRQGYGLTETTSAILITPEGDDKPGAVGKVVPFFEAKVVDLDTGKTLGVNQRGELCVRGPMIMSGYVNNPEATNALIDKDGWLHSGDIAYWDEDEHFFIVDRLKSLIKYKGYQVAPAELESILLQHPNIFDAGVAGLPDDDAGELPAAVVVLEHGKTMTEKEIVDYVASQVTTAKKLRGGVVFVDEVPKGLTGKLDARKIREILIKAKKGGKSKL
Redox H2O2 prof = compounds producing H2O2 with reducing agent – biochemical, NIH compound library profiling, artefact control for MLSCN library redox annotation, primary screen. DTT-dependent redox cycling H2O2, phenol red/HRP absorbance; 100% = 100 µM peroxide control, 0% = buffer. activation, % at 10 µM. 0.03% of 200,000 active. AID 878;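 active means activation of at least 50% relative to the plate's high and low controls in the primary single-dose screen; inactive means activation below 50%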;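 further: compound incubated with DTT at 0.8 mM final as the reducing agent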
FLuc act counter = affects firefly luciferase, flagging false hits in luciferase stimulation screens | P08659 | ATPlite luciferase biochemical, luminescence, 10 min; 0 = ATP-free wells, 1 = DMSO control | activation factor at 10 µM | 200,000 tested, under 10 active;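 active means luciferase activation factor, scaled between plate controls, of at least 2 with compound at 10 µM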
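test system = cell-free luciferase reagent | medium = PBS as buffer for the ATP substrate | dosing = test compounds dosed from 2 mM stocks in 100% DMSO | incubation = 10 min at ambient temperature | detection = luminescence measurement of luciferase light output | benchmarks = low control with PBS replacing ATP, high control enzyme plus ATP without compound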
APP transl inh = APP translation inhibition; SH-SY5Y APP 5'UTR-luciferase reporter, luminescence; inhibition, % at 2 µM; 0.82% of 190,000 active; AID 1285;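 active means inhibition above a set limit, derived from the sample mean plus 3 SD, cut at about 45% in these data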; further: values of inactives mirror those of a sister screen read the other way
G6PDH CS = inhibits Leuconostoc G6PDH, flagging false hits in G6PDH-based assays; Purified L. mesenteroides G6PDH, diaphorase/resazurin coupled fluorescence, 45 min; inhibition, % at 5 µM; 0.12% of 200,000 active; in the data active means inhibition above about 50%
NF-kB expr up = NF-kB expression increase, human neuronal cells; NF-kB reporter expression; hits give high values; fold change at 12.5 µM; 1.6% of 190,000 active; in the data active means fold change above about 3.3
* = called active by the depositor; / = not tested or not shown. No enrichment for hits; overall some 5.3% were active at least once.

SMILES	HMGR II inh	STAT1 activator	Hsp70 act	APP 5'UTR act	FLuc inhib CS	Redox H2O2 prof	FLuc act counter	APP transl inh	G6PDH CS	NF-kB expr up
COc1ccc([N+](=O)[O-])cc1N(CC(O)CN(C)C)S(=O)(=O)c1ccc(C)cc1 (stereo unspecified)	3	106	-0.1	-7	-5	-0.2	1	7	9	1
O=C(Oc1ccc(OC(=O)c2ccco2)c(S(=O)(=O)c2ccc(Cl)cc2)c1)c1ccco1	-4	101	-0.3	18	-3	-0.1	1	-18	4	0.96
O=C(Nc1cc(Cl)cc(Cl)c1)c1ccc(Cn2c(=O)[nH]c3ccsc3c2=O)cc1	-5	109	0.1	-13	-4	1.0	1	13	8	0.87
CCOc1ccccc1CN1C(=O)c2ccccc2C1C(=O)NC(C)CC (stereo unspecified)	-1	97	-0.4	-3	-5	0.1	1.1	3	1	1.2
CCOC(=O)c1c(C)nc2c(c1-c1cc(OC)ccc1OC)C(=O)c1ccccc1-2	-2	100	-0.1	4	-5	-0.6	1.1	-4	-8	0.94
C/C(=N/n1cnnc1)c1cccnc1	-10	105	-0.1	19	-2	-0.6	1	-19	15	0.99
CCn1cc(Br)c(-c2nc3ccccc3c(=O)n2N)n1	1	114	-0.1	14	-2	0.2	1	-14	-5	1.3
CC(=O)Nc1ccc(N/C=C/C(=O)C(C)(C)C)cc1	-7	113	0.2	-13	-2	2.4	1	13	5	1.1
CC(C)n1nc(C(=O)Nc2nnc(C3CC3)s2)c2ccccc2c1=O	-5	100	0.1	-2	-7	0.1	1.1	2	8	0.9
CCN1CCc2nc(NC(=O)Cc3ccc4c(c3)OCCO4)sc2C1	0	95	-0.3	17	-3	-0.5	1	-17	6	1
Cc1ccc(NC(=O)CS(=O)CC(=O)N(C(C)C(=O)NC2CCCCC2)C(C)(C)C)cc1 (stereo unspecified)	0	96	-0.1	-16	-2	-1.2	1	16	10	1.3
CCn1ncc(CN2CCCC(CNC(=O)c3ccc(F)cc3)C2)c1C (stereo unspecified)	-2	100	-0.3	-5	-2	0.2	1	5	7	1.1
O=C(CN(Cc1ccco1)C(=O)c1cc(=O)[nH]c2ccccc12)Nc1ccccc1C(F)(F)F	-4	98	-0.1	-2	-4	1.4	1	2	12	1.2
COc1ccccc1C(c1nnnn1C(C)(C)C)N1CCCc2ccccc21 (stereo unspecified)	0	95	0.1	3	-3	-4.8	1	-3	4	1.1
CC(C)(C)NC(=O)C(c1ccc(O)cc1)N(C(=O)Cn1nnc(-c2ccc(F)cc2)n1)c1ccccc1F (stereo unspecified)	0	114	-0.3	-7	4	-0.8	1	7	8	0.91
CCS(=O)(=O)N1CCC(C(=O)NCCCN2CCN(c3ccccc3F)CC2)CC1	-5	104	-0.2	16	-5	-0.3	1.1	-16	3	1.1
COc1cc(S(=O)(=O)N2CCCCC2)c(OC)cc1Br	-4	99	-0.1	-5	-4	-0.7	1	4	4	1.1
COCCn1nnnc1C(c1ccccc1)N1CCN(C)CC1 (stereo unspecified)	-3	100	-0.3	5	-4	1.3	1	-5	-1	1
C[C@@H]1C=C[C@](Cc2ccccc2)(C(=O)NCCc2c[nH]c3ccccc23)N1C(=O)c1ccccc1	-3	98	-0.1	15	3	1.0	1	-15	22	0.86
COc1ccc(C(OC(=O)c2ccco2)C(=O)NCc2ccc(C)cc2)cc1 (stereo unspecified)	-5	104	-0.3	-2	-6	1.6	1.1	2	7	1.1

Overlap with the part before: three compounds, followed by the next part.
SMILES	HMGR II inh	STAT1 activator	Hsp70 act	APP 5'UTR act	FLuc inhib CS	Redox H2O2 prof	FLuc act counter	APP transl inh	G6PDH CS	NF-kB expr up
COCCn1nnnc1C(c1ccccc1)N1CCN(C)CC1 (stereo unspecified)	-3	100	-0.3	5	-4	1.3	1	-5	-1	1
C[C@@H]1C=C[C@](Cc2ccccc2)(C(=O)NCCc2c[nH]c3ccccc23)N1C(=O)c1ccccc1	-3	98	-0.1	15	3	1.0	1	-15	22	0.86
COc1ccc(C(OC(=O)c2ccco2)C(=O)NCc2ccc(C)cc2)cc1 (stereo unspecified)	-5	104	-0.3	-2	-6	1.6	1.1	2	7	1.1
CSc1nc2n(n1)C(c1cc(Br)ccc1F)C(C(=O)N(C)C)=C(C)N2 (stereo unspecified)	-2	100	0.0	-8	0	0.9	1	8	2	1.2
CCOC(=O)NC(Nc1nnc(SCC)s1)(C(F)(F)F)C(F)(F)F	-2	87	-0.1	-5	-3	1.9	1	5	4	0.93
CCOC(=O)N1CCN(CCC(=O)Nc2ccc(Br)c(C)c2)CC1	-5	97	-0.3	-10	-2	-0.4	1	10	7	1.2
Cc1c(NC(=O)c2ccc(COc3ccc4ccccc4c3)o2)c(=O)n(-c2ccccc2)n1C	2	91	0.0	14	-2	-0.5	1	-14	8	1
Cc1cc(C(=O)OC(C)C(=O)Nc2cccc(S(=O)(=O)N3CCOCC3)c2)c(C)o1 (stereo unspecified)	-4	100	-0.1	-3	-7	0.3	1.1	3	11	1
CCCCN(Cc1ccco1)C(=O)c1cc2c(=O)[nH]c3ccc(C)cc3c2s1	-10	101	-0.3	10	-2	-1.4	1	-10	2	0.4
COc1ccc(N(/N=C2\Sc3ccccc3C2=O)C(C)=O)cc1	-2	151*	-0.1	172*	4	4.0	1	-172	2	4.8*
Cc1ccc(OCc2nnc(SCC(=O)Nc3nccs3)n2-c2ccccc2)cc1C	-5	97	-0.2	-2	-9	0.2	1.1	2	1	1.4
COc1ccc(Cl)cc1NC(=O)CSc1nc2sccc2c(=O)[nH]1	3	94	-0.1	-2	2	-1.4	1	2	-1	/
CCOC(=O)Nc1nnc(Cc2ccc(Cl)c(Cl)c2)s1	-5	99	0.1	7	-4	0.0	1	-7	1	1.3
COc1ccc(CNC(=S)N/N=C/c2ccc(O)c(OC)c2)cc1	-2	104	-0.1	-2	-3	-0.4	1	2	-2	1.3
CC(=O)C1=C(C)N(Cc2ccccc2)C(=O)N[C@@H]1c1cccc(C(F)(F)F)c1	-7	104	-0.3	-20	-6	-0.2	1.1	20	10	0.97
CCc1ccc(CN(C(=O)c2cc3ccccc3oc2=O)C2CCS(=O)(=O)C2)cc1 (stereo unspecified)	-2	129*	-0.2	105	5	2.0	1	-105	-3	4.1*
CN(C(=O)CSc1nnc(-c2ccncc2)n1C)C1CCS(=O)(=O)C1 (stereo unspecified)	-6	104	-0.3	15	-7	0.0	1.1	-15	1	1.1
CCCCn1c(SCC(=O)/C(C#N)=C(\C)N)nc2ccccc2c1=O	-5	95	-0.2	-4	0	-0.2	1	4	0	1.2
CSc1nc(-c2ccccc2)c(-c2ccccc2)[nH]1	-2	105	0.0	10	-8	-4.7	1.1	-10	9	1.2
CC1(C)CC(=O)C(C=Nc2cccc(/N=C/C3=C(O)CC(C)(C)CC3=O)n2)=C(O)C1	2	100	0.0	19	-4	0.3	1	-19	3	1.1
Cc1ccc(COc2ccsc2-c2n[nH]c(=S)n2C)cc1	0	97	-0.1	-7	5	-5.5	0.9	6	4	1.2
CN1CCN(C2CC(=O)N(c3ccc4c(c3)OCCO4)C2=O)CC1 (stereo unspecified)	0	103	0.0	-13	-1	0.4	1	13	6	0.67
COc1ccc(C(=O)Nc2ccc3nc(N4CCCCC4)cc(C)c3c2)c(OC)c1	-3	102	-0.1	3	-4	-0.2	1	-3	-18	1.1
CCOc1ccccc1C1NC(=O)NC(C)=C1C(=O)OCc1ccco1 (stereo unspecified)	-4	98	0.1	13	-5	1.2	1.1	-13	-12	0.87
COc1ccccc1-c1nc2s/c(=C\c3cccs3)c(=O)n2n1	-3	101	-0.1	-5	8	-2.9	0.9	5	-4	0.81
COCCn1c(SCC(=O)N2CC(=O)Nc3ccccc32)nnc1-c1ccoc1C	-5	101	0.0	1	-5	3.9	1.1	0	6	1.3
COC(=O)c1ccc(COc2ccccc2/C=C(\C#N)C(=O)Nc2ccc(C)cc2)cc1	-2	151*	-0.3	19	4	2.2	1	-19	5	1.1
O=P(Cc1cc[n+]([O-])cc1)(c1ccccc1)c1ccccc1	-9	103	0.0	0	-7	3.1	1.1	0	-2	1.3
O=C(NCc1ccccn1)c1c(O)c2cccc3c2n(c1=O)CC3	1	116	0.2	3	7	-0.6	0.9	-4	4	1.5
CCOC(=O)Cc1csc(NS(=O)(=O)c2ccc(SC)cc2)n1	-2	104	-0.2	-12	-8	-0.6	1.1	12	4	0.99
COc1ccc2nc(NC3=NC(c4ccccc4)CC(=O)N3)nc(C)c2c1 (stereo unspecified)	-3	100	0.1	2	-2	-0.6	1	-2	-30	0.59
CCOC(=O)CCCNC(=O)COC(=O)[C@@H]1CCCN1S(=O)(=O)c1ccc(Cl)cc1	-5	99	-0.6	-12	-1	0.6	1	12	19	0.89
CC1S/C(=C(\C#N)C(N)=O)N(c2ccc(F)cc2)C1=O (stereo unspecified)	0	105	0.3	/	-8	-13	1.1	/	3	1.1
CCC(C)(C(=O)NC1CCCCC1)N(C(=O)C1CCC(=O)N1)c1ccccc1 (stereo unspecified)	1	104	0.2	17	-5	0.0	1.1	-17	2	1
Cc1ccc(N2C(=O)C3NN=C(C(=O)OCc4ccccc4)C3C2=O)cc1 (stereo unspecified)	-3	103	0.0	0	-8	-0.2	1.1	0	9	1.1
CSc1ccccc1NC(=O)c1ccccc1N(C)S(C)(=O)=O	0	97	-0.1	-6	-9	0.0	1.1	6	9	1.1
Cc1ccc(C(=O)Nc2ccccc2C(=O)NC(C(=O)O)C(C)C)cc1 (stereo unspecified)	1	110	0.0	7	46	-8.4	0.5	-7	2	1.9
Cc1cc(C)nc(NC(=O)Nc2ccc3c(c2)OCO3)c1	-1	156*	0.2	228*	47	-0.1	0.5	-228	8	3

Arranged by SMILES length (highest first): some entries from above.
SMILES	HMGR II inh	STAT1 activator	Hsp70 act	APP 5'UTR act	FLuc inhib CS	Redox H2O2 prof	FLuc act counter	APP transl inh	G6PDH CS	NF-kB expr up
CC(C)(C)NC(=O)C(c1ccc(O)cc1)N(C(=O)Cn1nnc(-c2ccc(F)cc2)n1)c1ccccc1F (stereo unspecified)	0	114	-0.3	-7	4	-0.8	1	7	8	0.91
CCOC(=O)c1c(C)nc2c(c1-c1cc(OC)ccc1OC)C(=O)c1ccccc1-2	-2	100	-0.1	4	-5	-0.6	1.1	-4	-8	0.94
C/C(=N/n1cnnc1)c1cccnc1	-10	105	-0.1	19	-2	-0.6	1	-19	15	0.99
